Screens from PubChem.
KCNQ2 block: KCNQ2 channel blockers in CHO-K1 cells – cell-based, FluxOR thallium flux, B-score, primary screen (AID 2156); B-score at 10 µM; 310,000 tested, 1.1% active; O88943; 20 min; stronger effect = lower value;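 active means fluorescence ratio B-score at most minus 3 library SDs, with starting brightness B-score within 2 library SDs, cut at about -5.5 in these data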
Kir21 inh: blocks the mouse Kir2.1 inward-rectifier potassium channel. 310,000 tested, 0.85% active. B-score at 10 µM. HEK293-Kir2.1, FluxOR thallium flux fluorescence; stronger effect = lower value. P35561;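 active means fluorescence ratio B-score at or below minus 3 SD of library scores, with starting-brightness B-score within 2 SD, cut at about -4.2 in these data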;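 further: channel flux triggered by added potassium and thallium sulfate stimulus; B-score of peak minus minimum fluorescence over baseline after thallium stimulus; more negative B-score means stronger Kir2.1 block with less thallium influx; some compounds called inactive have numbers as strong as hits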
Target sequence (P35561 whole entry, looked up): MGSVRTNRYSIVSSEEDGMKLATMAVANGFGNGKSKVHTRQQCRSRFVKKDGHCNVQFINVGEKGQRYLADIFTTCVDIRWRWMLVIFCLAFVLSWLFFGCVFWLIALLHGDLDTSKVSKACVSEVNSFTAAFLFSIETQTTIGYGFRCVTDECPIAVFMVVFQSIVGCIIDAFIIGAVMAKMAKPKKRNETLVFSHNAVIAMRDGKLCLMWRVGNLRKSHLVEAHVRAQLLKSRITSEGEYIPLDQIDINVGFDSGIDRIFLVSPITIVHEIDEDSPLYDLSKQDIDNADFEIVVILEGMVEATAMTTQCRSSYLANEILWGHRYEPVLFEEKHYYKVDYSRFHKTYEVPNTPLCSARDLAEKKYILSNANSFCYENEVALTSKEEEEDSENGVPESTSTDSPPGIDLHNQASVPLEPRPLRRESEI
An asterisk follows results filed as active; i = inactive.

SMILES	KCNQ2 block	Kir21 inh
O=C1Nc2ccccc2C(=O)N2[C@H](c3ccccc3)[C@@H]3C(=O)N(Cc4ccccc4)C(=O)[C@@H]3[C@H]12	i	0.27
Cc1cccc2nc(=S)n(C(=O)c3ccco3)n12	i	-0.43
O=C(CN1C(=O)/C(=C/c2ccco2)SC1=S)Nc1ccc(C(=O)O)c(O)c1	i	1.9
Cc1cccnc1NC1OC(=O)c2ccccc21 (stereo unspecified)	i	-1.3
COc1ccc(C(=O)NCC2(c3ccc(OC)c(OC)c3)CCCC2)c(OC)c1	i	0.7
CC1CCCCC1NC(=O)Cn1cccc1C(=O)c1ccccc1 (stereo unspecified)	i	0.36
O=C(CN1C(=O)c2ccccc2S1(=O)=O)NCc1ccc2c(c1)OCO2	i	-0.19
O=C(NCc1ccc(F)cc1)C1CCN(S(=O)(=O)c2cccnc2)CC1	i	-0.08
O=C(NC(Cc1ccccc1)C(=O)O)/C(=C\c1ccc(Cl)cc1)NC(=O)c1ccco1 (stereo unspecified)	i	-0.6
CCOCCCn1c(=N)c(C(=O)NCc2ccc3c(c2)OCO3)cc2c(=O)n3ccccc3nc21	i	-1.2
CC(Sc1nnc(Cc2ccc([N+](=O)[O-])cc2)o1)C(N)=O (stereo unspecified)	i	-0.11
Cn1c(CNc2ccccn2)c(C#N)c2ccccc21	i	0.63
Cc1ccc(C(c2cc(Cl)c3cccnc3c2O)N2CCN(C)CC2)cc1 (stereo unspecified)	i	0.16
Nc1n[nH]c(N)c1N=Nc1ccc(F)cc1	i	0.3
CC(c1ccon1)N(C)Cc1cn[nH]c1-c1ccc(-c2ccccc2)cc1 (stereo unspecified)	i	-0.83

Exported field by field: part of the list above
Cc1cccnc1NC1OC(=O)c2ccccc21 (stereo unspecified)
  KCNQ2 block: i
  Kir21 inh: -1.3
COc1ccc(C(=O)NCC2(c3ccc(OC)c(OC)c3)CCCC2)c(OC)c1
  KCNQ2 block: i
  Kir21 inh: 0.7
CC1CCCCC1NC(=O)Cn1cccc1C(=O)c1ccccc1 (stereo unspecified)
  KCNQ2 block: i
  Kir21 inh: 0.36
O=C(CN1C(=O)c2ccccc2S1(=O)=O)NCc1ccc2c(c1)OCO2
  KCNQ2 block: i
  Kir21 inh: -0.19

(further entries)
SMILES	KCNQ2 block	Kir21 inh
O=C(Nc1nnc(-c2ccccc2)o1)Nc1ccccc1Cl	i	0.02
COc1ccc(C(CC(=O)N2CCOCC2)c2c(O)cc(OC)cc2OC)cc1 (stereo unspecified)	i	1.1
Cc1c(NC(=O)CN2CCC(C(N)=O)CC2)cccc1[N+](=O)[O-]	i	-0.01
O=C(Cn1nnc(-c2ccc(CN3CCOCC3)cc2)n1)N(c1ccccc1)c1ccccc1	i	-0.87
CCOc1ccc(NC(=O)N(CCC(C)C)C(C)c2ccco2)cc1 (stereo unspecified)	i	-3.4
CCOc1cc(C(=O)Nc2nnc(CC)s2)ccc1OCC(=O)N1CCOCC1	i	-0.13
COc1ccccc1-c1cc(C(F)(F)F)nc(S(=O)(=O)CCCC(=O)O)n1	i	1.3
Cc1ccc(-c2cc3c(nn2)-c2ccccc2C3=O)cc1	i	-1.6
CCc1cc2c(=O)c(-c3cnn(-c4ccccc4)c3)c(C)oc2cc1OCC(=O)Nc1cccc(C)c1	i	0.62
COc1cccc(N2CCN(S(=O)(=O)c3cn(C)cn3)CC2)c1	i	0.1
CCn1c(SCC(=O)Nc2cc(NC(C)=O)ccc2OC)nnc1-c1cccnc1	i	-1
CCOC(=O)/C(=N\Nc1ccccc1Cl)N(C)C1CCCCC1	i	-1.2
Cc1c(-n2c(-c3ccccc3)nc3ccccc3c2=O)c(=O)n(-c2ccccc2)n1C	i	1.1
O=C(NCCc1ccc(Cl)cc1)C1CCCN1C(=O)Nc1ccccc1 (stereo unspecified)	i	-1.1
N#Cc1cc(-c2ccc(Cl)cc2)cnc1Sc1ccccc1	i	0.98
CCOc1ccc(-c2cc(C(=O)N/N=C/c3ccc(O)cc3)c3ccccc3n2)cc1	i	1.4
Cn1ccnc1SCCNC(=O)CCc1nnc(CCCCc2ccccc2)o1	i	2.8
Cc1cccn2c(=O)c3cc(S(=O)(=O)c4ccccc4)c(=N)n(CC4CCCO4)c3nc12 (stereo unspecified)	i	0.01
CC(C(=O)NCCN1C(=O)S/C(=C\c2cccnc2)C1=O)N1C(=O)c2ccccc2C1=O (stereo unspecified)	i	1.5
COc1ccccc1N1CCN(C(=O)c2c(C)noc2C)CC1	i	0.09
CC(C)CC(C(=O)Nc1oc(-c2ccccc2)c(-c2ccccc2)c1C#N)N1C(=O)c2ccccc2C1=O (stereo unspecified)	i	0.02
O=C(NC(N1CCOCC1)C(Cl)(Cl)Cl)c1ccccc1Cl (stereo unspecified)	i	0.65
CCc1ccc(NC(=O)C2CCC(CNC(=O)[C@@H]3Cc4ccccc4CN3)CC2)cc1 (stereo partly specified)	i	-0.11
CC(=O)NCC(=O)NC1CCCc2c1cnn2-c1ccc(C(C)(C)C)cc1 (stereo unspecified)	i	-0.63
NC(=O)c1cccn1Cc1ccccc1Cl	i	0.58
CCn1nc(CC(=O)O)c2ccccc2c1=O	i	-0.87
CN1C(=O)SC(Nc2ccc(F)cc2)C1=O (stereo unspecified)	i	0.22
O=C(Nc1ccccc1Cl)c1ccc(-n2cccn2)c([N+](=O)[O-])c1	i	0.06
O=S(=O)(c1cccc(S(=O)(=O)N2CCOCC2)c1)N1CCCCC1	i	1.3
Cc1nn2c(-c3ccc(F)cc3)ccnc2c1Br	i	0.02
Cc1cnc(NC(=O)CSc2ccc(Cl)cc2)s1	i	-1.4
COc1ccccc1N1CCN(C(=O)CCc2nnc3ccc(N4CCOCC4)nn23)CC1	i	0.39
Cc1ccc(NC(=O)CN2CCC(C(=O)c3ccc(F)cc3)CC2)cc1	i	0.48
O=C(N/N=C/c1ccc(Sc2ccccn2)o1)c1cc2ccccc2cc1O	i	1.7
Cc1ccc(/C=N/NC(=O)c2ccccn2)o1	i	1.4
COc1ccc(NC(=O)CCl)cn1	i	-2.7
Cc1ccc(N(CC(=O)Nc2ccc3c(c2)OCCO3)S(=O)(=O)c2c(C)noc2C)cc1	i	-0.78
N=C(N)SCc1ccc(O)c([N+](=O)[O-])c1	i	0.63
CC(C)C(=O)N1CCC(c2nc(-c3ccc(S(=O)(=O)N4CCN(C)CC4)cc3)no2)CC1	i	0.86
N#CCCN(Cc1cccnc1)S(=O)(=O)c1ccc(S(=O)(=O)NC2CCCCC2)cc1	i	-0.3
CCOC(=O)N1CCN(C(=O)c2ccc(OCC)c(OCC)c2)CC1	i	0.14
Cc1cc(Cl)ccc1C(=O)C1CCCN(C(=O)CCN2CCCO2)C1 (stereo unspecified)	i	-0.58
COc1ccc(/C=N/NC(=O)C(Cc2c[nH]c3ccccc23)NC(=O)OCC(C)C)cc1[N+](=O)[O-] (stereo unspecified)	i	-2.6
CCOC(=O)c1c(NC(=O)Cn2nnc(-c3ccccc3Cl)n2)sc(C)c1C	i	0.02
CCn1c(COc2ccc(C)cc2)nnc1SCc1nc2ccccc2[nH]1	i	-2.1

Three structures already listed, arranged by molar mass, smallest number first:
SMILES	KCNQ2 block	Kir21 inh
Cc1ccc(NC(=O)CN2CCC(C(=O)c3ccc(F)cc3)CC2)cc1	i	0.48
O=C(N/N=C/c1ccc(Sc2ccccn2)o1)c1cc2ccccc2cc1O	i	1.7
COc1ccc(/C=N/NC(=O)C(Cc2c[nH]c3ccccc23)NC(=O)OCC(C)C)cc1[N+](=O)[O-] (stereo unspecified)	i	-2.6

(listing goes on)
SMILES	KCNQ2 block	Kir21 inh
CCOC(=O)Cc1csc(NC(=O)CSc2nc3cccnc3n2CC)n1	i	1.4
COc1ccc(C(=O)NCc2nnc(SCC(=O)N3CCC(C)CC3)o2)cc1OC	i	-2
Cc1ccc2nc3sc(C(=O)Nc4c(C)[nH]c(=O)[nH]c4=O)c(N)c3cc2c1	i	0.75
O=C(COC(=O)c1cccs1)Nc1ccccc1	i	1.6
COc1ccc(-c2n[nH]c(=S)n2-c2ccc(C)cc2C)cc1	i	2.2
COc1ccc(S(=O)(=O)NCCc2nnc3ccc(SCc4cccnc4)nn23)cc1	i	-1.3
O=C(CNCCO)N1N=C(c2cccs2)CC1c1cccs1 (stereo unspecified)	i	1.4
O=C1N(c2cccc(Cl)c2)C(c2ccc(Cl)cc2)N2CCCN12 (stereo unspecified)	i	1.1
O=C(CSc1ccccc1)N1CCN(c2ccccc2)CC1	i	0.35
Cc1c(Br)c(C(F)(F)F)nn1CC(=O)NCc1ccco1	i	1.8
COc1ccc(NC(=O)Cn2c(=O)sc3ccccc32)cc1	i	0.29
COc1cc(SC)ccc1C(=O)N1CCCc2ccccc21	i	-3.5
COc1ccc(-n2cnnc2SCC(=O)NC2CCS(=O)(=O)C2)cc1 (stereo unspecified)	i	0.01
O=C(NC1=NCCS1)c1ccc(C(F)(F)F)cc1	i	0.05
Cc1ccc(Nc2nc(-c3ccccc3)c(CC(=O)O)s2)cc1	i	0.21

The last 2 records of the part before lead into the next:
SMILES	KCNQ2 block	Kir21 inh
O=C(NC1=NCCS1)c1ccc(C(F)(F)F)cc1	i	0.05
Cc1ccc(Nc2nc(-c3ccccc3)c(CC(=O)O)s2)cc1	i	0.21
CC(Nc1nc(N2CCCC2)nc2ccccc12)c1ccccc1 (stereo unspecified)	i	-4.6*
O=C(NC(=O)c1cccc(OC(F)(F)C(F)F)c1)OC1CCS(=O)(=O)C1 (stereo unspecified)	i	-0.83
Cn1nc(C(F)(F)F)c2cc(C(=O)N3CCOCC3)sc21	i	-0.12
CC(C)(C)c1ccc(OCCn2nc(C(=O)O)c3ccccc3c2=O)cc1	i	-0.03
COc1ccc2oc(C(=O)NCC(c3ccco3)N(C)C)c(C)c2c1 (stereo unspecified)	i	-2.4
O=C(c1cnccn1)N1CCN(c2ccccc2F)CC1	i	0.03
CCn1c(=O)c(C(=O)NNC(=O)Cc2ccccc2)c(O)c2ccccc21	i	-0.76
CCOC(CNC(=O)CN1C(=O)COc2ccc(S(=O)(=O)N3CCOCC3)cc21)OCC	i	0.51
Nc1nonc1-n1nnc(C(=O)N/N=C\c2cccc(Cl)c2)c1CN1CCOCC1	i	1.3
Nc1ccc(S(=O)(=O)NC2(C(F)(F)F)NC(=O)N(c3ccccc3F)C2=O)cc1 (stereo unspecified)	i	-1.7
COc1ccc(-c2nc3ccccn3c2CN2CCN(c3ccccc3F)CC2)cc1	i	1.1
Cc1c(C(=O)N(C)Cc2ccc(OC(F)F)cc2)oc2ccccc12	i	0.3
CCCCn1c(N)c(N(CC(C)C)C(=O)c2cc(-c3ccc(F)cc3)nc3ccccc23)c(=O)[nH]c1=O	i	-1.1
CCOc1ccc(CSC(=N)N)cc1	i	0.06
CC(=O)c1cccc(NC(=O)C2CCCN(S(=O)(=O)c3cccc4nonc34)C2)c1 (stereo unspecified)	i	1.7
CC1(C)N=C(c2ccc(Cl)cc2Cl)C(=O)N1	i	0.67
Cc1cccc(NC(=S)NNC(=O)Cc2ccccc2)c1	i	-3.3
CO/N=C/Cc1c([N+](=O)[O-])c(C)nn1C	i	1.1
COC(=O)c1ccc(C23CC4(C2)[C@H](CN(Cc2ccc(C(F)(F)F)cc2)[C@@H]4c2ccccc2)C3c2ccccc2)cc1 (stereo partly specified)	i	1.5
COc1ccc(C(C(=O)NC(C)(C)C)N(Cc2ccco2)C(=O)CCC(=O)Nc2cc(C)on2)cc1 (stereo unspecified)	i	-0.59
O=C(Cc1cccs1)Nc1ccc(F)cc1F	i	0.24
COC(=O)C1(S(=O)(=O)c2ccc(C)cc2)CCOCC1	i	-1.5
CC(=O)/C(=C(/O)c1ccccc1)c1nc2ccccc2[nH]1	i	-0.94
Cc1nn(-c2ccccc2)c2c1C(=O)N(c1ccccc1)C(=O)C(C)(C)C2	i	-0.02
CCCc1cc(=O)oc2cc(C)cc(OC(C)C(=O)NCCCn3ccnc3)c12 (stereo unspecified)	i	-1.9
Cc1cc(C(=O)NNC(=S)NCc2ccco2)n(C)n1	i	-1.8
CN1CCc2nc(SCC(=O)Nc3ccc(OC(F)(F)F)cc3)c(C#N)c(-c3cccs3)c2C1	i	-0.08
CC(C)(Oc1ccc(Cl)cc1)C(=O)OCc1nc2ccsc2c(=O)[nH]1	i	0
COCCCNC(=O)c1ccc2c(c1)OCO2	i	1.9
CC1CC(C)(C)NC(=S)N1CCCC(=O)Nc1ccc(F)cc1 (stereo unspecified)	i	2.1
Cc1ccccc1C(=O)Nc1ccccc1NC(=O)c1ccccc1Br	i	-1
Cc1cc(C)nc(N(C#N)Cc2ccccc2)n1	i	-0.03
Cc1ccc(S(=O)(=O)N(c2cccc(C(F)(F)F)c2)C2C=CS(=O)(=O)C2)cc1 (stereo unspecified)	i	0.15
CC(C)CN(C(=O)COC(=O)c1ccc(-c2ccccc2)cc1)C1CCS(=O)(=O)C1 (stereo unspecified)	i	0.21
COCCOC(=O)C1=C(C)N=C2SCCC(=O)N2C1/C=C/c1ccccc1 (stereo unspecified)	i	0.76
CCCCSc1nc2c(cnn2-c2ccc(Cl)cc2)c(=O)[nH]1	i	2
Fc1ccc(OCCOCCN2CCCC2)cc1	i	-0.51
Cc1nnc(NC(=O)CSc2nnc(Cc3ccccc3)n2Cc2ccccc2)s1	i	0.91
CCOc1cc(S(=O)(=O)NCCCN2CCOCC2)ccc1F	i	0.69

Profiles, quoted from the list. Order of values: KCNQ2 block, Kir21 inh
`CC(=O)/C(=C(/O)c1ccccc1)c1nc2ccccc2[nH]1` across the screens: i, -0.94
`Cc1ccc(C(c2cc(Cl)c3cccnc3c2O)N2CCN(C)CC2)cc1` (stereo unspecified) across the screens: i, 0.16
`CCOC(=O)c1c(NC(=O)Cn2nnc(-c3ccccc3Cl)n2)sc(C)c1C` across the screens: i, 0.02
`Nc1ccc(S(=O)(=O)NC2(C(F)(F)F)NC(=O)N(c3ccccc3F)C2=O)cc1` (stereo unspecified) across the screens: i, -1.7
`COc1ccc(S(=O)(=O)NCCc2nnc3ccc(SCc4cccnc4)nn23)cc1` across the screens: i, -1.3
